High-throughput results (PubChem BioAssay)
G9a inh: qHTS Assay for Inhibitors of Histone Lysine Methyltransferase G9a | Histone-lysine N-methyltransferase EHMT2 (Homo sapiens), Q96KQ7 | G9a H3K9 monomethylation, AlphaScreen, 2 h | 350,000 compounds, 8.8% hits | Potency, µM (series often up to 102 µM), for inactives: at the top dose activity, negative = inhibition, actives largely listed as inhibitors; also: potency is read from the fitted curve at half-maximal effect; % is scaled to controls: 0 for no effect and ±100 for the full control effect; nearly all actives have a fitted effect of over 75% in size
Target sequence (Q96KQ7 913-1193 limits assumed): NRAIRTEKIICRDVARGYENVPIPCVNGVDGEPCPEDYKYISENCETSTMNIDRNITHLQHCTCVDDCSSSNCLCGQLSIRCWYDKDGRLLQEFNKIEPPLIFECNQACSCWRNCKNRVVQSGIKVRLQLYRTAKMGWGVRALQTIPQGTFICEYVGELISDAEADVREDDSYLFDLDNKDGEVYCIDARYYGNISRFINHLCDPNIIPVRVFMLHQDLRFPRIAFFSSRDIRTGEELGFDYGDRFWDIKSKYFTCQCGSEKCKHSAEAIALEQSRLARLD
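Quantitative HTS format: methyltransferase activity on a biotin-tagged H3K9 peptide is measured by AlphaScreen, using a rabbit anti-monomethyl-H3K9 antibody with streptavidin donor and anti-IgG acceptor beads. Final levels are 20 nM enzyme, 500 nM peptide, 20 uM SAM; 2 h RT.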
PI4K2A block: qHTS for small molecular inhibitors of PI4K2A | Phosphatidylinositol 4-kinase type 2-alpha (Homo sapiens), Q9BTU6 | purified PI4K2A, ADP-Glo luminescence, 1 h; hits give low values | activity change, negative = inhibition, % at 76.9 µM | 420,000 compounds, 0.13% hits | AID 1346378, 2018; in the data active = activity change below about -50%; inconclusive = mostly about -30% to -49%;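 also: -100% = wells without enzyme as full effect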
Target sequence (Q9BTU6 whole entry, looked up): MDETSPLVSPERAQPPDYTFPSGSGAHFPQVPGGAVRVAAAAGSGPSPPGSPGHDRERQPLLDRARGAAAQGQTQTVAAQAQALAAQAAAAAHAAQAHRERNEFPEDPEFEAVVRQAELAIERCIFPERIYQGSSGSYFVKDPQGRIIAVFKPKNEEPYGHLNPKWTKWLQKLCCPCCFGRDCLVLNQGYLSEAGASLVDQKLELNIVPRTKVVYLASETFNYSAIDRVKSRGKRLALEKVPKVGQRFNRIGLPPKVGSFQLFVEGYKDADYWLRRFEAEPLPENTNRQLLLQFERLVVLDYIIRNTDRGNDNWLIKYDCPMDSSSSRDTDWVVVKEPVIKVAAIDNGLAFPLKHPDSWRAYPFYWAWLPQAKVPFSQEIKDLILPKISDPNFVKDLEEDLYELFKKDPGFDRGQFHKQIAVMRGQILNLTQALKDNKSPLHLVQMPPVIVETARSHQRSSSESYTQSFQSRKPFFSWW
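PI4K2A activity was measured by ADP-Glo luminescence: enzyme (4 ug/mL stock) and phosphatidylinositol (1.2 mM stock) in Tris pH 7.5/MgCl2/EGTA/Triton X-100 buffer were reacted with ATP (300 microM stock) for one hour at ambient temperature.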
RGS4 inh: Inhibitors of Regulator of G Protein Signaling (RGS) 4: qHTS. 390,000 compounds, 0.039% hits. Transcreener GDP fluorescence polarization, RGS4-accelerated GTP hydrolysis. AID 504845, 2011. Regulator of G-protein signaling 4 (Homo sapiens), P49798. Potency, µM (top dose mostly 114 µM), for inactives: at the top dose activity change, negative = inhibition, actives largely listed as inhibitors; also: potency is read from the fitted curve at half-maximal effect; % is scaled to controls: 0 for no effect and ±100 for the full control effect; nearly all actives have a fitted effect of over 75% in size; some results filed as inactive show a strong effect at the top dose
Target sequence (P49798 whole entry, looked up): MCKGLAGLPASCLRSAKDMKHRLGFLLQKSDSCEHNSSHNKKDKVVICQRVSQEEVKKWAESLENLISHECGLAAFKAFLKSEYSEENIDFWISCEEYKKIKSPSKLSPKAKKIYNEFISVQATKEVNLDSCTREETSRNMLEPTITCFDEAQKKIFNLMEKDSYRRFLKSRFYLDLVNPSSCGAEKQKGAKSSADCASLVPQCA
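MLSMR compounds (23 nl, pin-transferred) preincubated 10 min at room temperature with a 500nM (2x) first reagent, then RGS4 at 900nM (2x) plus Transcreener GDP mix added; fluorescence polarization (620/688 nm) read before and after 90 min at 30 °C.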
GLS inhibitor: qHTS for Inhibitors of Glutaminase (GLS); Glutaminase kidney isoform, mitochondrial (Homo sapiens), O94925; AID 624170, 2012; Potency, µM (titrated, usually from 45.5 µM), for inactives: top-dose activity change, negative = inhibition, actives largely listed as inhibitors; GLS enzymatic activity, qHTS titration; 410,000 compounds, 0.21% hits; also: potency is read from the fitted curve at half-maximal effect; % is scaled to controls: 0 for no effect and ±100 for the full control effect
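hKGA in 45 mM KH2PO4 pH 8.2, 0.02% Tween-20 with pin-transferred compounds; 1 mM L-glutamine (stock) plus glutamate oxidase/HRP/Amplex Red coupling added. Fluorescence read initially and after 30 min at RT.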
JMJD2A Tudor: qHTS Assay for Inhibitors of JMJD2A-Tudor Domain. AlphaScreen JMJD2A-Tudor / H3K4me3 peptide binding. 390,000 compounds, 4.4% hits. Potency, µM (highest dose often 114 µM), for inactives: top-dose activity change, negative = inhibition, hits mostly inhibitors; also: potency is read from the fitted curve at half-maximal effect; % is scaled to controls: 0 for no effect and ±100 for the full control effect; nearly all actives have a fitted effect of over 50% in size
ERG Ets-DNA blk: qHTS for Small Molecule Inhibitors of the ERG Ets/DNA interaction; Transcriptional regulator ERG (Homo sapiens), P11308; fluorescence polarization, His-ERG Ets domain / labelled DNA; Potency, µM (series often up to 76.9 µM), inactives show at the top dose FP activity, negative = inhibition, actives largely listed as inhibitors; 370,000 compounds, 0.028% hits; AID 624246, 2012; active = well fitted inhibition curve with a large enough effect in the polarisation, with a control signal flat; inconclusive = small, poorly fitted or top-dose-only effect, or effect the other way, or a change in a side signal; inactive = no such curve, though single readings can be large or run the other way; the % refers to the polarisation;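 also: polarization taken with two DNA probes labelled with fluorescein and Texas red; potency is read from the fitted curve at half-maximal effect; % of control where 0% means no effect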
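His-tagged ERG Ets domain (1 uM in the protein solution; 300mM KCl, 50mM Tris-HCl, 1mM EDTA, 1mM DTT, pH 7.5) received compound, then a probe mix of 5 nM fluorescein-DNA and 100nM Texas-615-DNA. Fluorescence polarization was read for both dyes.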
BAZ2B block: qHTS Assay for Inhibitors of BAZ2B. AlphaScreen BAZ2B-H3K14Ac peptide displacement. AID 504333, 2011. Bromodomain adjacent to zinc finger domain protein 2B (Homo sapiens), Q9UIF8. 360,000 compounds, 4.4% hits. Potency, µM (top dose mostly 114 µM), without a hit: at the top dose activity change, negative = inhibition, usual class: inhibitors; also: potency is read from the fitted curve at half-maximal effect; % is scaled to controls: 0 for no effect and ±100 for the full control effect; nearly all actives have a fitted effect of over 60% in size
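Complex of BAZ2B and biotin-H3K14Ac (50 nM apiece) forms over 30 min at RT, then faces library compounds up to 110 uM for another 30 min; AlphaScreen beads added, 20 min dark incubation, luminescence read.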
ALOX12 inh: Primary qHTS assay for inhibitors of human arachidonate 12S-lipoxygenase (ALOX12): Round 2; 580,000 compounds, 1.1% hits; AID 1671190, 2021; Potency, µM (titrated, usually from 108 µM), inactives show at the top dose activity change, negative = inhibition, hits mostly inhibitors; purified 12hLO, xylenol orange hydroperoxide absorbance; Polyunsaturated fatty acid lipoxygenase ALOX12 (Homo sapiens), P18054; also: potency is read from the fitted curve at half-maximal effect; % is scaled to controls: 0 for no effect and ±100 for the full control effect
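Purified human 12hLO at 150 nM in 25 mM Hepes, 0.01% Triton X-100, pH 7.0, preincubated 15 min at room temperature with compound. Reaction started with 40 uM arachidonic acid, 30 min at room temperature. Hydroperoxide measured by Fe-xylenol orange, 573/405 nm absorbance ratio.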
HP1b binding inh: HTS for Inhibitors of HP1-beta Chromodomain Interactions with Methylated Histone Tails | Chromobox protein homolog 1 (Homo sapiens), P83916 | AlphaScreen HP1-beta / biotin-H3K9me3 peptide binding | Potency, µM (titrated, usually from 114 µM), for the others: at the highest dose activity change, negative = inhibition, usual class: inhibitors | 390,000 compounds, 0.56% hits; also: potency is read from the fitted curve at half-maximal effect; nearly all actives have a fitted effect of over 70% in size; inactives centre near 23
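AlphaScreen: HP1-beta (50 nM) preformed 30 min with biotin-H3(1-18)K9me3 peptide (50 nM) in PBS pH 7.4, 0.01% Tween-20. Compound added for 30 min at RT, then streptavidin donor/nickel chelate acceptor beads (10 ug/mL) for 30 min.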
Active calls of the source: *; ? = inconclusive; / = no result given; & = joins results of further samples; [ ] = another dose, or the depositor's remark. Unless noted, calls follow the shape of the dose curve; as a rule, active = well fitted curve in the direction sought with a large enough effect; inconclusive = small, poorly fitted or top-dose-only effect, or another doubt; inactive = no such curve, though single readings can be large; an effect the other way counts as inactive or inconclusive. A portion of the library (hit frequency here may not be typical).

SMILES	G9a inh	PI4K2A block	RGS4 inh	GLS inhibitor	JMJD2A Tudor	ERG Ets-DNA blk	BAZ2B block	ALOX12 inh	HP1b binding inh
Cc1ccc2nc(NC(=O)c3ccc(S(=O)(=O)N4CCC(C)CC4)cc3)sc2c1	2%[59 µM]	0	1%	-3%	-1%	1%	2%	-13%	20%[57 µM]
COCCN(C(=S)Nc1cccc(OC)c1)C1CCN(C(C)=O)CC1	18%[59 µM]	1	5%	10%	-10%	-8%	1%	?	29%
Cc1ccccc1OCC(=O)NC(=S)Nc1ccc(Br)c(C)n1	-11%	-2	-1%	8%	-2%	/	?	17%	18%
COc1ccc(NC(=O)Cn2c(=O)n(Cc3ccc(C(=O)NCc4ccccc4Cl)cc3)c(=O)c3ccccc32)cc1OC	11%[59 µM]	-1	-42%	1%	-6%	4%	5%	-5%	34%
CCN(c1ccc(OC)cc1)S(=O)(=O)c1nnc(NC(=O)COc2ccccc2)s1	-10%	-1	21%	1%	2%	9%	-19%	24%	28%
CC(C)Nc1nc(Oc2ccc(Cl)cc2)cc(C(F)(F)F)n1	184%[activator]	0	43%	-12%	62%[activator]	-17%	53%[activator]	-24%	99%[activator]
CCOC(=O)CSc1nc2cc(C(=O)N3CCC(C(N)=O)CC3)ccc2c(=O)n1-c1ccccc1	-32%[12.7 µM]	1	4%	5%	-11%	3%	-7%	/	22%
COc1ccccc1-c1coc2c(CN(C)C)c(O)ccc2c1=O	?	-2	4%	7%	-18%	1%	-34%	2%	8%
O=S(=O)(Cc1ccccc1)NCCc1cccc(Cl)c1	-7%	4	-16%	5%	-3%	-2%	0%	0%	29%
N#CCC(=O)Nc1ccc(C(=O)OCC(=O)c2ccc3c(c2)OCCO3)cc1	53%[activator]	-1	?	-15%	18µM*	5%	-8%	-3%	-9%
O=C/C=C/c1coc2ccc3ccccc3c2c1=O	-3%	5	-17%	24%	?	17%	-13%	20%	23%
Cc1cccc(NS(=O)(=O)c2cccc(C(=O)NCCCN3CCCC3=O)c2)c1	-7%	0	-13%	-8%	-10%	-4%	7%	-13%	25%
Cc1ccc(C(=O)N2CC3(C(C)C)CN(C(=O)c4ccc(C)cc4)CC(C(C)C)(C2)C3=O)cc1	-3%[59 µM]	4	-8%	0%	-11%	3%	-7%	-8%	9%
COc1ccc(C)cc1S(=O)(=O)N1CCN(C(=O)c2ncoc2-c2cccc(C)c2)CC1	-7%	-2	17%	-5%	-20%	10%	-9%	?	5%
COc1ccc(C(=O)Nc2ccncc2)cc1OC	-11%[12.7 µM]	-4	11%	0%	-11%	/	5%	4%	22%
COc1ccc(-c2nc(C(=O)Nc3cccc(C(C)=O)c3)nn2-c2ccccc2Cl)cc1	-44%[59 µM]	1	-5%	1%	?	7%	-9%	-14%	30%
Cc1c(Cl)cccc1NC(=S)N(CCN(C)C)C(C)c1ccco1 (configuration not stated)	?	0	-10%	-3%	?	-9%	-22%	3%	15%
N#Cc1ccsc1NC(=O)C1CCN(S(=O)(=O)c2cccs2)CC1	-2%	1	9%	0%	-16%	-5%	12%	-5%	-7%
COc1cccc(C(C)NC(=S)NCc2ccc(F)cc2)c1 (configuration not stated)	/	-2	-7%	-3%	-1%	-4%	?	?	54%[activator]
Cc1nc2ccccn2c(=O)c1NC(=O)c1c(F)cccc1F	-5%[59 µM]	1	-2%	-4%	-10%	1%	0%	-12%	21%[57 µM]
N/C(Cn1cncn1)=N\NC(=O)C(=O)Nc1ccccc1	?	2	12%	-3%	-27%	-5%	?	6%	22%
COC(=O)c1cc(S(=O)(=O)N2CCCCCC2)c[nH]1	5%	-5	-2%	2%	-10%	-9%	-1%	/	29%
c1coc(CNc2nc(-c3cccs3)cs2)c1	20µM*	0	-48%	?	?	1%	45µM*	-22%	-32%
CCOC(=O)C1(CCOC)CCN(Cc2nc(-c3cccs3)oc2C)CC1	/	-3	12%	9%	-21%	1%	-3%	-15%	-5%
CC12CCC(=O)N1C(C(=O)Nc1nc3c(F)cc(F)cc3s1)CS2 (configuration not stated)	45µM*	0	-16%	-14%	-21%	9%	-1%	?	27%
CCOc1ccc(C(=O)OC2CCN(C)CC2)cc1	4%[59 µM]	1	-1%[11.4 µM]	4%	-7%[11.4 µM]	-4%	-2%	3%	76%[activator]
Cc1ccc(-c2cc(=O)c3ccc(Cl)cc3[nH]2)cc1	-7%	2	-1%	-1%	-20%	-20%	0%	3%	17%
Cc1nn(C(C)(C)C)c(NC(=O)c2ccc(Cl)cc2Cl)c1Br	4%	3	-12%	9%	11%	9%	0%	474%[activator]	31%
C/C=C(\C)C(=O)OC1CC(C)(C)C[C@H]2C3=CC[C@@H]4[C@@]5(C)CCC(O[C@@H]6O[C@@H](C(=O)O)[C@@H](O)C(O[C@@H]7OC[C@H](O)[C@@H](O)[C@@H]7O[C@@H]7OC(CO)C(O)[C@@H](O)[C@@H]7O)C6O[C@@H]6OC(CO)C(O)C(O)C6O)[C@@](C)(CO)[C@@H]5CC[C@]4(C)[C@]3(C)CC(O)[C@@]12CO (some centres not stated)	/	-8	-17%	13µM*	79µM*	2%	/	-24%	11%
CCC(=O)Nc1cccc(NC(=O)c2ccccc2Cl)c1	-2%[59 µM]	2	14%	1%	-13%	-11%	-3%	-17%	39%
O=C(O)c1c(CNCc2cccc(F)c2)c2ccccc2n1Cc1ccccc1	-2%[59 µM]	-4	-7%	1%	-21%	-2%	-1%	?	42%[activator]
Cc1ccccc1OCC(=O)N/N=C/c1ccc(N(C)C)cc1	-29%	0	-20%	2%	-26%	-2%	-14%	3%	40%[activator]
COc1cc2c(cc1OC)C(C)N(C(=O)Nc1cc(C)cc(C)c1)CC2 (configuration not stated)	7%	-2	-10%	-36%	-1%	-13%	-3%	0%	30%
COC(=O)c1cc(O)c(O)c(O)c1	40µM*	-1	7%	2%	20µM*	3%	79µM*	?	?
CC1CCCC(NC(=O)Nc2cccs2)C1C (configuration not stated)	?	-2	-47%	21%	-31%	1%	-6%	?	-1%
CCOCCCn1c(=N)c(S(=O)(=O)c2ccc(C)cc2)cc2c(=O)n3cccc(C)c3nc21	-23%[59 µM]	-7	20%	2%	2%	-4%	-2%	-5%	36%
CCn1nc(C)c(CNC(=O)C2CCC(=O)N(Cc3ccc(Cl)cc3)C2)c1C (configuration not stated)	29%	-13	-30%	5%	0%	-1%	-1%	8%	27%
Cc1nc2ncnn2c(C)c1CCC(=O)NCc1ccco1	-22%	4	-1%	1%	-3%	-4%	-37%	0%	22%
CCn1c(CNc2ccc(Cl)cc2)nnc1SCC(=O)NCc1ccccc1	19%[59 µM]	-2	-11%	36%[activator]	-14%	6%	/	-13%	60%[activator]
Cc1ccnc(NC(=O)c2cc3c(=O)oc4ccc(C)cc4c3s2)c1	6%	0	-35%	-6%	0%	-10%	-1%	22%	17%
CNc1ncnc2c1ncn2-c1ccccc1	/	-5	2%	0%	-3%	3%	/	-15%	46%[activator]
CC(=O)N1CC2(c3ccccc3)CN(C(C)=O)CC(c3ccccc3)(C1)C2=O	24%[59 µM]	0	-15%	-1%	-5%	-1%	-11%	-11%	53%[activator]
CCc1ccc(C(=O)COc2ccc(NC(C)=O)cc2)cc1	6%	-2	31%	-8%	-14%	-3%	-4%	-14%	9%
O=C(COc1ccc(Cl)cc1)Nc1ccccc1C(=O)NCc1cccnc1	34%	6	-31%	0%	-3%	0%	-18%	76%[activator]	24%
CN(C)c1ccc(CNC(=O)CN(C)S(=O)(=O)c2ccc3c(c2)c(=O)n(C)c(=O)n3C)cc1	-30%[59 µM]	3&-1	5%[56.9 µM]	3%&-5%	-11%&-5%	8%&-5%	-1%&-1%	-15%&-21%	48%&33%[activator]
Cn1c(SCC(=O)Nc2ccc3c(c2)OCCO3)nnc1-c1ccco1	-2%	-6	-12%	0%	-17%	0%	7%	0%	13%
Cc1ccc(Cl)cc1NC(=O)c1nnn(Cc2ccccc2)c1N	-14%[59 µM]	-1	13%	-2%	-1%	9%	-2%	-17%	21%
